Screening data: PubChem BioAssay, several laboratories
TLR9-MyD88 block: TLR9-MyD88 interaction inhibition; Q9NR96+Q99836; CHO BLA complementation TLR9-MyD88, CCF4 FRET ratio; inhibition, % at 4.98 µM; actives 0.21% (n = 340,000); AID 504734;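 active = inhibition above the mean over all tested compounds plus 3 SD, cut at about 21% in these data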;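 note: 0% = DMSO only wells and 100% = clavulanate BLA inhibitor control wells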
MC4R barr agon: human MC4R agonism via beta-arrestin; P32245; U2OS MC4R beta-arrestin complementation, luminescence; percent of melanotan II response, DMSO zero; activation, % at 8.9 µM; actives 0.98% (n = 360,000); AID 540308;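 active = activation above a per-plate cutoff, the mean activation of sample wells on that plate plus 3 SD, cut at about 8% in these data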
aDG glyco up: alpha-DG glycosylation activation; Pro5-aDG cells, alpha-DG glycosylation AlphaScreen (IIH6); 0% Pro5, 100% B10-LARGE cell signal; activation, % at 10 µM; actives 0.22% (n = 360,000);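 active = activation of at least 8% versus controls, or a plate z-score of at least 8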;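 note: Pro5 are CHO cells carrying HIG-tagged alpha-DG that lacks glycosylation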
ABCB6 inh 2: inhibitors of human ABC transporter ABCB6 | Q9NP58 | K562-ABCB6 porphyrin accumulation, flow cytometry, 1 h; stronger effect = lower value | fluorescence ratio to DMSO, % at 10 µM | actives 0.19% (n = 360,000) | AID 602162;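 active = fluorescence ratio to DMSO below 75%, the collection mean minus 3 SD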;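 note: signal is porphyrin accumulated inside mitochondria; 100% equals median channel fluorescence of DMSO control wells; lower ratio means ABCB6 inhibition with less porphyrin fluorescence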
Granule exo inh: blocks lytic granule exocytosis; TALL-104 LAMP-1 surface exposure, flow cytometry; cells stimulated with thapsigargin and PMA; inhibition, % at 10 µM; actives 0.66% (n = 360,000);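 active = inhibition above about 55%, limit read from the data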
NOD2 RIPK2 PPI: blocks binding of human NOD2 to RIPK2 | CHO BLA complementation NOD2-RIPK2, CCF4 ratio | inhibition, % at 4.98 µM | actives 0.38% (n = 360,000) | AID 624267; in the data active = inhibition above about 21%;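 note: 0% = vehicle only and 100% = reference blocker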
Vif inh: inhibitors of HIV Vif; HEK293T cells, Vif self-association by quenched fluorescence, imaging, 24 h; actives 0.35% (n = 340,000); inhibition, % at 7.49 µM; in the data active = inhibition above about 50%, passing the limit was not always enough; note: some results filed as inactive read as strong as hits
ABHD5-PLIN5 inh: blocks binding of human ABHD5 to perilipin-5 | Split G. princeps luciferase complementation, luminescence, 4 h | inhibition, % at 4 µM | actives 0.78% (n = 360,000) | AID 602281;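 active = inhibition above the mean inhibition across every tested compound plus 3 SD, cut at about 22% in these data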;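 note: 0% = DMSO only wells and the 100% control is not disclosed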
Target sequence (Q00G26 whole entry, looked up): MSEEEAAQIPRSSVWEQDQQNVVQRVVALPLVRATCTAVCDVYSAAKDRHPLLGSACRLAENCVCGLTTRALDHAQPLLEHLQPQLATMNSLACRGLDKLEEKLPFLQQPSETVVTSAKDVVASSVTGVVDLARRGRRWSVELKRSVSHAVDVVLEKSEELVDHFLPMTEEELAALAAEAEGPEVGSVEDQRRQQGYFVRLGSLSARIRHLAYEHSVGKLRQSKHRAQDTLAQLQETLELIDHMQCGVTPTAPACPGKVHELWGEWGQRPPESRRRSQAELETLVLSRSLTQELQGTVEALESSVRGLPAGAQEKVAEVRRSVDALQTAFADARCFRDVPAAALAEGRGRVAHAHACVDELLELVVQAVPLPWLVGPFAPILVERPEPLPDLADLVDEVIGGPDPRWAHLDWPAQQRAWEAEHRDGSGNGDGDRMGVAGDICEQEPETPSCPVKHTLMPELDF
Target sequence (Q8WTS1 whole entry, looked up): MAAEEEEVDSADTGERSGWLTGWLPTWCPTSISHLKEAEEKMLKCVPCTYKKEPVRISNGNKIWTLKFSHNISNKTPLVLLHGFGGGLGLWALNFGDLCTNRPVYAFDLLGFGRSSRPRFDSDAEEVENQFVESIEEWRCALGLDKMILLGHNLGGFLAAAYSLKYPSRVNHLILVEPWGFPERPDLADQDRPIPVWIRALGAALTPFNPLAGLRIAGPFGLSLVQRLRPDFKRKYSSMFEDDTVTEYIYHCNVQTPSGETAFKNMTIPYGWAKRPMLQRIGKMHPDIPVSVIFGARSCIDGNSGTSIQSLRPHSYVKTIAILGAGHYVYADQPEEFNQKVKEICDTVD
MC4R antagonist: blocks human MC4R cAMP signaling | inhibition, % at 6.5 µM | AID 540295 | actives 0.48% (n = 360,000) | P32245 | MC4R-expressing cells, MTII-stimulated cAMP, LANCE TR-FRET;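 active = inhibition above its plate's cutoff, the mean of tested wells on that plate plus 3 SD, cut at about 29% in these data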;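 note: 0% = Melanotan II alone and 100% = Melanotan II plus saturating MCL0020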
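material = U2OS cells stably expressing human melanocortin 4 receptor (MC4R) | also added = Melanotan II challenge | dosing = single nominal compound dose of 6.5 µM | detection = TR-FRET with Eu-cAMP and labeled anti-cAMP, 671 nm | replication = singlicate | timing = compound 30 min, challenge 1 h, detection 1 h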
N-glyco inh: blocks N-linked glycosylation in D54 reporter cells. D54 ERlucT glycosylation luciferase reporter, 24 h; percent of 100 nM tunicamycin response. reporter increase, % at 12.5 µM. actives 0.23% (n = 360,000). AID 588692;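 active = mean luciferase reporter signal, scaled so untreated is 0 and the glycosylation-blocking control 100, at or above a set limit in every replicate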;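 note: luciferase carries N-glycosylation sites so blocking glycosylation raises the light; 0% = median of neutral control wells and 100% = median of 100 nM tunicamycin wells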
The depositor's hits bear a star; / = no result given.

SMILES | TLR9-MyD88 block | MC4R barr agon | aDG glyco up | ABCB6 inh 2 | Granule exo inh | NOD2 RIPK2 PPI | Vif inh | ABHD5-PLIN5 inh | MC4R antagonist | N-glyco inh
N#CCCN(C(=O)COC(=O)CNS(=O)(=O)c1ccc2ccccc2c1)c1ccccc1 | -14 | -1.3 | -0.3 | 95 | 1 | -2 | -3 | 4 | 13 | 1
CC(C)(C)c1ccc(-c2nnc(SC3CCOC3=O)n2Cc2ccccc2)cc1 (stereo not given) | -17 | -1.6 | -0.2 | 99 | -3 | -3 | -1 | 3 | 23 | 1
COc1ccc(/C=C/C(=O)OCC(=O)c2ccc3c(c2)NC(=O)CO3)c(OC)c1 | 12 | 0.3 | 0.0 | 95 | -5 | -2 | 6 | 4 | 10 | -1
COc1cccc(C(C)=NNc2ccc([N+](=O)[O-])cc2[N+](=O)[O-])c1OC | 5 | -1.6 | -0.4 | 95 | -3 | -10 | 10 | -3 | 5 | -2
CCn1c(/N=C/c2ccccc2NS(=O)(=O)c2ccc(C)cc2)nc2ccccc21 | 10 | 0.1 | 1.4 | 97 | 8 | -4 | -8 | 3 | 5 | 2
CCOc1ccc(C(=O)Nc2ccc(NC(=O)c3ccco3)c(Cl)c2)cc1Cl | -3 | 36* | -0.2 | 102 | 1 | -16 | -6 | 0 | -8 | 0
Cc1cc(C)cc(NC(=S)N2CC(C)OC(C)C2)c1 (stereo not given) | -11 | -1.8 | 0.3 | 93 | 0 | -5 | 8 | 1 | 0 | 1
Cc1ccc(Cl)cc1NC(=O)NCc1ccccn1 | -15 | 1.9 | 0.0 | 97 | -3 | -8 | 4 | 14 | 7 | 1
COc1ccc(/C=C/C(=O)OCC(=O)NC2CCS(=O)(=O)C2)cc1 (stereo not given) | -2 | -1.2 | -0.2 | 98 | -2 | -11 | 13 | -2 | -3 | 0
CC1CCN(S(=O)(=O)c2ccc3c(c2)oc(=O)n3CC(=O)N2CCc3ccccc3C2)CC1 | -4 | 0.8 | -0.1 | 104 | -4 | 2 | 6 | -2 | 15 | -1
O=S(=O)(c1ccc2c(c1)OCCO2)N1CCC(n2nnc3cc(F)ccc32)CC1 | -8 | -2.5 | -0.2 | 94 | -1 | 1 | 13 | -7 | 4 | -5
Cc1cc(C)nc(Sc2c(C)nn(-c3ccccc3)c2C)n1 | -3 | -0.4 | 0.2 | 97 | -3 | 0 | -2 | -2 | 6 | 0
Oc1ccc(Br)cc1/C=N/N1CCCCC1 | -14 | 0.2 | 0.0 | 101 | -2 | -9 | -2 | -2 | 3 | -3
CCC1(c2ccccc2)NC(=O)N(CC(=O)N2CCN(S(=O)(=O)c3ccccc3)CC2)C1=O (stereo not given) | -16 | 0.3 | 0.2 | 103 | 0 | 8 | -3 | -5 | 2 | 1
CCCc1nc2c3ccccc3ccn2c1CC(C)(C)C | / | / | 0.1 | 99 | 1 | -11 | / | -6 | / | 1
COc1ccccc1N1CCN(C(=O)c2cc3c(=O)n4ccccc4nc3s2)CC1 | -1 | -1.3 | 0.1 | 94 | -11 | -7 | 7 | -3 | 5 | 3
COCCCNC(=S)NNC(=O)c1ccoc1C | 2 | -1.1 | -0.1 | 89 | 0 | -11 | 10 | -1 | -13 | 3
c1ccc(CC2CCCNC2)cc1 (stereo not given) | -5 | 0.0 | 0.0 | 97 | 0 | -2 | -8 | 6 | 9 | 0
O=C(O)CCCC(=O)NNc1nc(-c2ccccc2)c2cc(Cl)ccc2n1 | -7 | -1.4 | -0.2 | 105 | -7 | -2 | 5 | 3 | 13 | 0
CN(C)S(=O)(=O)c1cccc2nsnc12 | -7 | -0.5 | 0.3 | 99 | 0 | -4 | -6 | 0 | 24 | 0
c1csc(CN2CCN(Cc3cccs3)C2c2cccs2)c1 | -6 | -1.1 | -0.1 | 100 | 0 | -4 | -1 | 5 | 6 | 0
Cc1ccc(C)c(S(=O)(=O)N2CCN(C(=O)c3ccncc3)CC2)c1 | 1 | -3.9 | 0.1 | 102 | 0 | 1 | 0 | -1 | 6 | 1
O=C(Nc1ccccc1-c1ccccc1)NC1CCN(CC(=O)N2CCOCC2)CC1 | -2 | -0.9 | -0.1 | 99 | -3 | -9 | 13 | 0 | 12 | -2
O=C1C(Nc2ccccc2)=C/C(=N/S(=O)(=O)c2cccs2)c2ccccc21 | 0 | -2.0 | -0.4 | 109 | 75* | -3 | -7 | 4 | -25 | -19
COc1ccccc1C1=NOC(Cn2c(=O)c3c(ncn3C)n(C)c2=O)C1 (stereo not given) | -8 | -0.4 | -0.3 | 108 | -1 | -10 | 12 | 5 | 10 | 0
Brc1ccccc1OCCN1CCOCC1 | 0 | -0.8 | 0.1 | 91 | -5 | 0 | 12 | -7 | 7 | 2
Cc1ccc(C(=O)COC(=O)COc2ccccc2[N+](=O)[O-])s1 | -10 | 0.2 | -0.1 | 102 | -3 | -13 | 1 | -3 | 5 | -2
CCCN1C(=O)c2cc(C(=O)Nc3ccccc3OC)ccc2C1Nc1ccccc1OC (stereo not given) | -7 | 0.5 | -0.1 | 95 | -8 | -4 | -7 | -1 | 1 | -2
COc1ccc(NC(=O)C2CCCN(S(C)(=O)=O)C2)cc1OC (stereo not given) | 14 | -0.3 | -0.1 | 89 | -1 | -14 | -23 | 4 | 7 | 0
CCOC(=O)c1[nH]c(C)c(C(=O)OCC)c1C | 2 | 0.8 | 0.1 | 101 | 10 | 5 | 0 | -4 | -22 | 1
COc1ccc(CNC(=O)C(=O)NCC(c2ccco2)N2CCOCC2)cc1 (stereo not given) | 4 | -3.7 | 0.0 | 101 | -4 | 1 | / | 2 | 3 | 0
CC(=O)N1CCC(CCCC2CCN(C(C)=O)CC2)CC1 | -8 | -1.0 | 0.3 | 84 | 6 | -4 | -7 | 8 | 3 | 2
O=S(=O)(N1CCOCC1)n1nnc2ccccc21 | -8 | -0.7 | 0.2 | 93 | -2 | 2 | / | -2 | -3 | -1
COc1ccc(CCc2nnc(NS(C)(=O)=O)s2)cc1 | -2 | -1.1 | -0.1 | 97 | 7 | 1 | -2 | -1 | 2 | 1
O=[N+]([O-])c1ccc(O)c(/C=N/Nc2ccccn2)c1 | 2 | 2.9 | 0.6 | 95 | 1 | 2 | -5 | 9 | -5 | -13
C[C@@H](c1ccccc1)N1C[C@@H](COCc2ccccc2)Oc2cc(N3CC[C@@H](N(C)C)C3)ccc2S1(=O)=O | / | / | 0.8 | 97 | 48 | -10 | / | 20 | / | /
Cc1ccc(CN(Cc2cccnc2)C(=O)CN2C(=O)COc3ccccc32)o1 | -3 | -2.5 | 0.3 | 105 | -2 | -13 | -2 | 7 | 1 | 1
CCc1ccc(-n2nnnc2SCC(=O)NNC(=O)c2ccco2)cc1 | -3 | -1.2 | 0.0 | 99 | 1 | -1 | -1 | 3 | 1 | 1
CCC1C(=O)Nc2ccccc2N1C(=O)COc1ccccc1 (stereo not given) | -12 | -1.8 | 0.4 | 97 | -2 | 2 | -11 | 5 | 3 | -2
O=C(c1ccc(-c2ccccc2)cc1)N1CCN(c2ccc3c(c2)C2CC3CCN2C(=O)OCc2ccccc2)CC1 (stereo not given) | / | / | -0.3 | 97 | 7 | -5 | -7 | -1 | / | -6
CCCn1c(SCC(=O)NCc2cccs2)nc2c1c(=O)n(C)c(=O)n2C | -6 | 1.1 | -0.1 | 101 | -3 | -5 | / | 1 | 19 | 1
O=S(=O)(Nc1nc2ccccc2nc1NCc1ccco1)c1cccs1 | 2 | -1.5 | 0.7 | 103 | -2 | -8 | 11 | 7 | -4 | 1
CCc1nnc(NC(=O)CSc2nnc(-c3c[nH]c4ccccc34)n2CC)s1 | -11 | -2.6 | 0.0 | 99 | -5 | -9 | 1 | 4 | 5 | 4
COc1ccc(-c2cn(CCO)c(-c3ccc(Cl)nc3)n2)cc1 | -5 | -0.7 | -0.1 | 100 | 6 | -7 | -3 | 4 | -4 | -1
Nn1c(SCC(=O)NC2CCCCC2)nnc1-c1ccco1 | -7 | -4.4 | 0.0 | 96 | 0 | -12 | 22 | 8 | -2 | 0
Cc1ccc(C(=O)NCCn2cc(SCC(=O)Nc3nnc(C)s3)c3ccccc32)cc1 | 0 | -0.8 | -0.1 | 97 | 3 | -3 | -1 | 4 | 12 | -7
Cc1cccc(Nc2ncnc3nc[nH]c23)c1C | 8 | -0.7 | -0.1 | 98 | -1 | -5 | -8 | 2 | 3 | 0
COc1ccccc1Nc1ccc([N+](=O)[O-])cc1N | 12 | -3.9 | 0.2 | 98 | -2 | 7 | -11 | -3 | -2 | 3
S=C(NCCCc1ccccc1)Nc1ccc(Br)cc1 | 8 | 0.0 | -0.4 | 94 | 5 | 2 | -4 | -4 | 12 | -1
CCSC(C)CC1C/C(=N/O)c2c(CC)noc2C1 (stereo not given) | 3 | 1.2 | 0.3 | 100 | -3 | 4 | / | 0 | 9 | 0
Cc1c(C(=O)N2CCOCC2)sc(NC(=O)c2ccccc2F)c1C#N | -2 | -0.5 | 0.2 | 94 | -10 | -11 | 1 | 0 | 2 | 1
O=C(N/N=C/c1ccc(Br)cc1)c1ccc(Br)o1 | 1 | -0.5 | -0.2 | 95 | 2 | -4 | 4 | -2 | 2 | -3
CCNc1cc(N2CCOCC2)nc(SC)n1 | -7 | -4.0 | -0.3 | 94 | 0 | 6 | -2 | -5 | 8 | 1
Cc1ccc(-c2nc(N/N=C/c3cccc([N+](=O)[O-])c3)c3ccccc3n2)cc1 | 3 | 0.6 | -0.8 | 91 | 5 | 1 | 6 | -2 | 8 | 0
Cc1cc(N2CCOCC2)nc2ccc(NC(=S)N3CCN(Cc4ccccc4)CC3)cc12 | -5 | 0.7 | 0.0 | 100 | 7 | -3 | 14 | 1 | 5 | -1
COc1ccc(CNCCC(c2ccc(F)cc2)c2ccc(OC)cc2)cc1 (stereo not given) | -12 | 1.6 | 3.2 | 90 | 8 | 9 | -5 | 13 | 1 | 1
CCN(CC)S(=O)(=O)c1ccc2c(c1)nc(SCC(=O)NC1CC1)n2-c1ccccc1OC | -4 | -0.4 | -0.3 | 105 | 5 | -2 | -19 | 1 | 2 | 0
COc1ccc(Cc2c(-c3cccc(Cl)c3)nc3c(C)cc(Br)cn23)c(C)c1 | / | / | -0.2 | 99 | -4 | 0 | / | 4 | / | 7
COC(=O)c1c(-c2snnc2C)n[nH]c1C | 4 | 0.3 | 1.0 | 93 | 0 | -14 | -8 | 11 | -3 | 6

Laid out differently: results already given.
canonical_smiles,TLR9-MyD88 block,MC4R barr agon,aDG glyco up,ABCB6 inh 2,Granule exo inh,NOD2 RIPK2 PPI,Vif inh,ABHD5-PLIN5 inh,MC4R antagonist,N-glyco inh
O=C(c1ccc(-c2ccccc2)cc1)N1CCN(c2ccc3c(c2)C2CC3CCN2C(=O)OCc2ccccc2)CC1 (stereo not given),/,/,-0.3,97,7,-5,-7,-1,/,-6
CCCn1c(SCC(=O)NCc2cccs2)nc2c1c(=O)n(C)c(=O)n2C,-6,1.1,-0.1,101,-3,-5,/,1,19,1

Not all compounds are listed; count on the stated rates, not on these rows.
